Screening results from PubChem.
SSB-PriA inh – blocks PriA binding to SSB C-terminal tail | inhibition, % at 33 µM | AlphaScreen SSBct-PriA binding, biotinylated peptide | AID 1272365 | actives 0.6% (n = 430,000); in the data active = inhibition mostly above about 37%, no sharp cut-off; inactive = mostly below about 20%;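 also: plate controls were negative control peptide for no effect and reference peptide for full effect; strong numbers were not always called active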
Yp Topo-I inh – inhibitors of Yersinia pestis topoisomerase I; Y. pestis Topo-I cleavage product accumulation, plate reader; activity, % at 10 µM; actives 0.064% (n = 360,000); AID 504884; in the data active = activity above about 50%, passing the limit was not always enough; inconclusive = no clear call, values can overlap the other calls; also: inactives centre near 2
VHR inh abs – inhibitors of human VHR1 phosphatase (DUSP3) | P51452 | recombinant VHR phosphatase, pNPP absorbance | actives 0.52% (n = 290,000) | AID 1654 | inhibition, % at 13.3 µM; in the data active = inhibition above about 50%; also: some compounds called inactive have numbers as strong as hits
Target sequence (P51452 whole entry, looked up): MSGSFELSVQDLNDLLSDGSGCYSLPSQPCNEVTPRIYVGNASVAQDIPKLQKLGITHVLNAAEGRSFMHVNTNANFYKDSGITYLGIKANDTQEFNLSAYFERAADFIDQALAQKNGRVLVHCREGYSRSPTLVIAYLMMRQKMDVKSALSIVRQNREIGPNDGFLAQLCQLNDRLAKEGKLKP
BH1578 lux ind – inducers of Vibrio cholerae quorum light production without autoinducers. V. cholerae BH1578 lux reporter, luminescence, 6 h. activation, % at 18.7 µM. actives 0.16% (n = 350,000); in the data active = activation mostly above about 9.7%, no sharp cut-off; inconclusive = no clear call, values can overlap the other calls; inactive = mostly below about 3.7%; also: not every result past the cut was called active; inactives centre near 0; reference of the scale not given here
TcdB GH inh – blocks C. difficile toxin B glycohydrolase activity | actives 0.24% (n = 350,000) | P18177 | TcdB glycohydrolase enzymatic assay, plate reader | inhibition, % at 9.99 µM; in the data active = inhibition above about 10%
3CLpro inhibitor – SARS-CoV 3CLpro protease inhibition | recombinant SARS-CoV 3CLpro, quenched FRET peptide cleavage | inhibition, % at 6 µM | actives 0.14% (n = 290,000); in the data active = inhibition above about 12%
Rv3671c inh – inhibits the M. tuberculosis serine protease Rv3671c | P9WHR9 | inhibition, % at 5.96 µM | actives 0.048% (n = 320,000); in the data active = inhibition above about 38%;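 also: extracellular domain of Rv3671c used as enzyme; 0% = enzyme with DMSO and 100% = no enzyme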
Target sequence (P9WHR9 whole entry, looked up, the tested form may be a part): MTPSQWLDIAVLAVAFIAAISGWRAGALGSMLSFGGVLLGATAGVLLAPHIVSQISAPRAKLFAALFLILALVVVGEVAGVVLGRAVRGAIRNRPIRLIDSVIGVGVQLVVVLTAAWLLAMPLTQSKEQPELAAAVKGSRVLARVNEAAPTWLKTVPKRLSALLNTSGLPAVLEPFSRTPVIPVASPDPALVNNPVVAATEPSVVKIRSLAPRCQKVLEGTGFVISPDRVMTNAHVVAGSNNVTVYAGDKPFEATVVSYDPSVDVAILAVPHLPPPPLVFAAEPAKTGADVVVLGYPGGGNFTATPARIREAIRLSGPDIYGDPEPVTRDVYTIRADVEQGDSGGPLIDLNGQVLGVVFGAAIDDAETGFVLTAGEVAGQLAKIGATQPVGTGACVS
Anthrax LF inh2 – blocks Bacillus anthracis lethal factor protease. P15917. multiplex microsphere protease cleavage assay, LF. inhibition, % at 10 µM. actives 0.12% (n = 360,000). AID 588501; in the data active = inhibition above about 30%; inconclusive = no clear call, values can overlap the other calls; also: plate controls were buffer without enzyme for full effect and enzyme alone for no effect
PfHsp40 rescue – restores yeast growth despite PfHsp40 toxicity; growth rescue, % at 12.5 µM; actives 0.68% (n = 340,000); S. cerevisiae expressing PfHsp40, growth rescue, ATP luminescence; in the data active = growth rescue above about 28%, passing the limit was not always enough; inconclusive = no clear call, values can overlap the other calls;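 also: yeast W303a lacking pdr1 and pdr3 grown in galactose medium; growth measured after three days at 30 °C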
MazF activator – activators of E. coli MazEF toxin-antitoxin RNase; P0AE70; FAM/BHQ RNA-DNA oligo cleavage fluorescence, 5 h; activation, % at 20 µM; actives 0.32% (n = 350,000); in the data active = activation above about 50%
Target sequence (P0AE70 whole entry, looked up): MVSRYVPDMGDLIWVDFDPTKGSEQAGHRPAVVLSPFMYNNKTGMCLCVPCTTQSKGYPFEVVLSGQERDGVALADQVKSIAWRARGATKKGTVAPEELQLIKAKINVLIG
The depositor's hits bear a star; i = inactive; u = inconclusive; x = no result given; & = joins results of further samples. Some of the compounds tested (hit frequency here may not be typical).

The first 3 compounds as a preview:
1	C[C@H](O)[C@@H]1C(=O)N2CCc3ccc(N4CCOCC4)cc3[C@@H]2C[C@@H]1N(C)C(=O)Nc1ccccc1
2	CC(C(=O)NCCc1nc2ccccc2[nH]1)n1cc([N+](=O)[O-])cn1 (stereo not given)
3	CC1CCN(c2ccc(NC(=O)c3ccc(Br)o3)cc2)CC1
screen / no.,1,2,3
SSB-PriA inh,-10,-8,4
Yp Topo-I inh,-3,-6,-3
VHR inh abs,x,-15,30
BH1578 lux ind,i,-0.2,-0.6
TcdB GH inh,0.3,2.2,-1.2
3CLpro inhibitor,x,0,3
Rv3671c inh,x,1,2
Anthrax LF inh2,2,1,3
PfHsp40 rescue,0.1,1.1,0.7
MazF activator,-2,0,6

All compounds of this part, previewed entries included:
1	C[C@H](O)[C@@H]1C(=O)N2CCc3ccc(N4CCOCC4)cc3[C@@H]2C[C@@H]1N(C)C(=O)Nc1ccccc1
2	CC(C(=O)NCCc1nc2ccccc2[nH]1)n1cc([N+](=O)[O-])cn1 (stereo not given)
3	CC1CCN(c2ccc(NC(=O)c3ccc(Br)o3)cc2)CC1
4	COc1ccc(C2NN=C(c3c[nH]c4ccccc34)C2O)cc1 (stereo not given)
5	CCOC(=O)c1c(NC(=O)c2c(C(=O)O)cccc2[N+](=O)[O-])sc(C)c1C
6	Cc1cc(NC(=O)NC(=O)c2ccccc2F)no1
7	COc1cc(-c2noc(C)c2C(=O)NCCO)cc(OC)c1OC
8	COC(=O)c1cccc(Nc2ncnc3sccc23)c1
screen / no.,1,2,3,4,5,6,7,8
SSB-PriA inh,-10,-8,4,-17,-8,4,-28,-8
Yp Topo-I inh,-3,-6,-3,-20,8,3,1,0
VHR inh abs,x,-15,30,-1,1,20,24,4
BH1578 lux ind,i,-0.2,-0.6,-0.3,-0.2,i,1.0,-0.3
TcdB GH inh,0.3,2.2,-1.2,-0.7,0.9,0.2,1.2,0.5
3CLpro inhibitor,x,0,3,-5,8,0,-4,-1
Rv3671c inh,x,1,2,-13,-3,1,0,8
Anthrax LF inh2,2,1,3,-22,2,x,-5,3
PfHsp40 rescue,0.1,1.1,0.7,0.0,-0.2,-0.3,-1.2,0.6
MazF activator,-2,0,6,4,-6,5,-7,4

9	O=C(N/N=C/c1cc(Br)cc(Cl)c1O)c1ccc2c(c1)OCO2
10	CCOCCn1c(COc2ccc(C)cc2)nc2ccccc21
11	CCC(c1nnc(SCC(=O)Nc2ccc(C(N)=O)cc2)n1Cc1ccccc1)N(C)C (stereo not given)
12	COc1ccc(/C=C/C(=O)Nc2ccc(-c3nnc4n3CCCCC4)cc2)c(OC)c1
13	CCCS(=O)(=O)NC(=O)C1(C)CCCN(C(=O)c2cccc(OC(F)(F)F)c2)C1 (stereo not given)
14	COc1cc(CC(=O)NNC(=O)c2cc(C)oc2C)cc(OC)c1OC
15	CC(C)C(NC(=O)c1ccco1)C(=O)OCC(=O)c1ccccc1 (stereo not given)
16	COc1oc(-c2ccccc2)nc1C(F)(F)F
screen / no.,9,10,11,12,13,14,15,16
SSB-PriA inh,x,-23,-9,4,x,-5,0,0
Yp Topo-I inh,-1,7,-6,27,-8,0,-4,1
VHR inh abs,x,-2,-3,8,x,37,22,7
BH1578 lux ind,-0.6,i,0.6,-0.1,-0.4,-0.5,i,i
TcdB GH inh,2.2,x,0.3,-1.3,-1.5,x,-2.8,x
3CLpro inhibitor,x,2,-2,-2,x,3,-7,-2
Rv3671c inh,7,-11,1,-9,x,-1,-1,-2
Anthrax LF inh2,5,-9,-1,0,-13,-5,1,8
PfHsp40 rescue,257*,-0.3,-0.2,0.2,x,-0.5,0.9,-0.2
MazF activator,-9,-12,5,-1,x,-2,5,4

Fetched by compound from above (2):
6	Cc1cc(NC(=O)NC(=O)c2ccccc2F)no1
13	CCCS(=O)(=O)NC(=O)C1(C)CCCN(C(=O)c2cccc(OC(F)(F)F)c2)C1 (stereo not given)
screen / no.,6,13
SSB-PriA inh,4,x
Yp Topo-I inh,3,-8
VHR inh abs,20,x
BH1578 lux ind,i,-0.4
TcdB GH inh,0.2,-1.5
3CLpro inhibitor,0,x
Rv3671c inh,1,x
Anthrax LF inh2,x,-13
PfHsp40 rescue,-0.3,x
MazF activator,5,x

New compounds follow:
17	C/C(=N\NC(=O)c1ccc(F)cc1)c1ccc(NC(=O)Cc2ccccc2)cc1
18	C[C@@H]1CN([C@H](C)CO)C(=O)CCCn2nncc2CO[C@@H]1CN(C)S(=O)(=O)c1ccc(F)cc1
19	O=C(NCCOc1cccc2cccnc12)c1cccs1
20	Cc1ccc(-c2csc(Cc3nc(-c4ccc5c(c4)CCC(=O)N5)cs3)n2)cc1
21	COc1cc(-c2nnc(COC(=O)c3ccc(C)o3)o2)cc(OC)c1OC
22	COc1ccc(S(=O)(=O)NCC2CCCN(Cc3cccc(C(C)=O)c3)C2)cc1 (stereo not given)
23	COC(=O)C1=C(SC)N(c2ccc(OC)cc2)C(c2ccccc2)CC1=O (stereo not given)
24	COC(=O)CCC(=O)OC1(C)C(=O)C=C2C=C(C3CC3)N(C3CCCCC3)C=C2C1=O (stereo not given)
screen / no.,17,18,19,20,21,22,23,24
SSB-PriA inh,x,x,-4,4,-6,-10,4,-5
Yp Topo-I inh,-12,5,0,1,4,11,4,1
VHR inh abs,6,x,-10,1,x,-27,30,0
BH1578 lux ind,i,i,i,-0.4,0.0,7.3,-0.3,i
TcdB GH inh,2.5,2.2&-0.4&-0.4,3.3,0.2,-1.3,-1.1,2.0,0.2
3CLpro inhibitor,1,x,-2,2,x,5,2,x
Rv3671c inh,5,x,8,-15,-12,-2,-1,-7
Anthrax LF inh2,1,-4,-4,-6,-7,-4,0,-2
PfHsp40 rescue,-0.6,x,0.0,0.8,-1.8,0.0,0.3,1.2
MazF activator,-13,5,7,16,-1,-3,-4,-6

25	CCC(C)N1CCCC1C(=O)Nc1c(C)cc(C)cc1C (stereo not given)
26	COc1cc(Cc2cc(OC)c(O)c(OC)c2)cc(OC)c1O
27	COc1ccccc1Oc1cc(F)nc(N)n1
28	CCC(C)Sc1ccc([C@H]2N[C@@](C)(C(=O)OC)[C@H]3C(=O)N(C)C(=O)[C@@H]23)cc1 (stereo not given in full)
29	COc1ccccc1OCCCc1c(C)n[nH]c1C
30	CNc1ccc(C(=O)OCC(=O)NC(=O)NC2CCCCC2)cc1[N+](=O)[O-]
31	O=C(/C=C/c1ccccc1Br)c1ccc2c(c1)OCO2
32	CCN1CCN(Cc2nc3c(c(=O)n(C)c(=O)n3C)n2C(C)C(C)=O)CC1 (stereo not given)
screen / no.,25,26,27,28,29,30,31,32
SSB-PriA inh,-10,x,-1,-8,7,-3,-11,4
Yp Topo-I inh,-6,8,2,-6,-2,-5,15,-3
VHR inh abs,43,x,20,x,-17,x,20,3
BH1578 lux ind,x,i,-0.5,0.0,-0.5,i,-0.5,1.3
TcdB GH inh,x,-25,x,-0.4,-1.5,0.5,-1.1,x
3CLpro inhibitor,-2,x,6,x,0,x,-3,-5
Rv3671c inh,7,x,1,6,1,-7,-14,0
Anthrax LF inh2,0,-7,-10,-4,-1,-8,-3,-1
PfHsp40 rescue,0.0,x,1.3,0.0,-0.2,3.1,2.7,-1.5
MazF activator,6,5,-1,13,8,28,-14,1

33	O=C(NCc1ccc(Cl)cc1)c1cc(=O)nc2sc(-c3ccccc3)nn12
34	Cc1cccc(-c2nc(CN3CCCC(C(=O)NC4CCCC4)C3)c(C)o2)c1 (stereo not given)
35	CC1(C)CC(=O)C=C(Nc2ccc(O)c(C(=O)O)c2)C1
36	CCCc1cc(=O)oc2c(C)c(OCC(=O)Nc3cccnc3)ccc12
37	CC1CCCC(C)N1C(=O)COC(=O)c1cc(=O)[nH]c2ccccc12 (stereo not given)
38	COc1ccccc1Nc1nc(N)nc(CN2CCN(Cc3ccc4c(c3)OCO4)CC2)n1
39	CCN1c2ccccc2-c2nc3ccccc3n2C1c1cccs1 (stereo not given)
40	COc1ccc(-c2cc3nc(-c4ccccc4)cc(N4CCN(C(=O)c5ccsc5)CC4)n3n2)cc1
screen / no.,33,34,35,36,37,38,39,40
SSB-PriA inh,-25,0,-17,-3,-1,2,-64,x
Yp Topo-I inh,4,u,-2,2,10,6,17,37
VHR inh abs,-1,3,-1,-8,x,25,6,x
BH1578 lux ind,2.7,-0.4,4.0,-0.5,i,0.4,-2.6,-0.6
TcdB GH inh,2.4,x,-0.2,0.5,2.2,0.9,2.8,1.7
3CLpro inhibitor,7,3,3,0,x,0,-2,x
Rv3671c inh,3,-10,-6,0,10,-4,4,x
Anthrax LF inh2,1,u,-4,-4,7,0,1,0
PfHsp40 rescue,1.3,-0.4,-0.4,-1.5,-1.2,-0.1,1.9,x
MazF activator,19,-5,3,0,1,-3,1,-15

Down the list, quoted from above:
Yp Topo-I inh, entries 33–38, in order: 4, u, -2, 2, 10, 6
BH1578 lux ind, entries 33–38, in order: 2.7, -0.4, 4.0, -0.5, i, 0.4

Continuation.
41	O=CN1CCN(C(=S)Nc2ccc(OC(F)F)cc2)CC1
42	O=C(Cc1ccc(Br)cc1)NC1CCN(Cc2ccccc2)CC1
43	CC(C(=O)OCC(=O)c1ccc([N+](=O)[O-])cc1)N1C(=O)C2C3CCC(C3)C2C1=O (stereo not given)
44	COc1cc(O)c(CCC(=O)c2cc(OC)c(OC)c(OC)c2)c(OC)c1
45	CCn1nnc(NC(=O)COc2ccc(C3CCCCC3)cc2)n1
46	CC(NC(=O)Cc1cccs1)C(c1cccs1)N1CCOCC1 (stereo not given)
47	CC1CCN(CC(=O)Nc2ccccc2C(=O)c2ccccc2)CC1
48	CC(C)(CC(=O)O)CC(=O)NCc1c(Cl)cccc1Oc1ccccc1
screen / no.,41,42,43,44,45,46,47,48
SSB-PriA inh,-3,-13,-12,-4,-17,5,-10,-3
Yp Topo-I inh,-10,3,1,1,17,-9,12,2
VHR inh abs,-7,2,12,-8,0,14,35,9
BH1578 lux ind,-0.1,-0.3,i,-0.4,-0.4,i,0.4,0.0
TcdB GH inh,0.7,-2.1,-0.2,x,1.0,x,1.2,0.3
3CLpro inhibitor,-5,-8,4,6,-5,-4,1,2
Rv3671c inh,-1,-2,5,-13,4,1,-1,11
Anthrax LF inh2,-5,1,0,-4,-2,1,1,-18
PfHsp40 rescue,-1.0,1.2,0.9,1.4,0.8,-0.1,0.5,0.5
MazF activator,3,3,-8,1,-2,10,-2,5

49	CS(=O)(=O)N(CC(=O)NC1CCCCC1)Cc1ccc(Cl)cc1
50	COc1ccccc1NC(=O)CN1CCSc2ccccc21
51	O=C(O)CCCN1C(=O)C(=O)/C(=C(/O)c2ccccc2)C1/C=C/c1ccccc1 (stereo not given)
52	O=C(/C=C\c1ccccc1)Nc1ccc(NC(=O)c2ccco2)cc1
53	O=C(c1cc(F)ccc1F)N1CCC(N2CCC(C(=O)N3CCCC3)CC2)CC1
screen / no.,49,50,51,52,53
SSB-PriA inh,-6,0,x,-26,-6
Yp Topo-I inh,13,-11,2,17,2
VHR inh abs,-12,2,-6,15,8
BH1578 lux ind,-0.1,-0.3,-0.5,i,-0.2
TcdB GH inh,x,1.2,1.4,0.5,4.7
3CLpro inhibitor,-4,-1,5,0,3
Rv3671c inh,0,-10,-10,-7,-6
Anthrax LF inh2,-4,-7,-10,-13,-2
PfHsp40 rescue,1.9,-0.3,-1.0,-0.2,0.0
MazF activator,7,-5,-1,3,-13
